Screens: PubChem BioAssay, several laboratories
GPR55 beta-arrestin – selective activators of receptor GPR55 – imaging, U2OS cells, beta-arrestin-GFP redistribution, primary screen (AID 1961); U2OS GPR55 beta-arrestin-GFP redistribution imaging; higher % means a stronger effect; one-dose activation, % at 10 µM; EC50 in µM for titrated hits; 0.048% of 290,000 active;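 active means activation above 40% with more than 50 cells counted in the well; inconclusive means wells holding fewer than 50 cells, flagged as toxic or sparse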;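 further: U2OS osteosarcoma cells stably expressing GPR55 and beta-arrestin-GFP; plate controls were DMSO negative control for no effect and LPI positive control for full effect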
KOR beta-arrestin-1 – KOR antagonists, beta-arrestin recruitment, cell-based, luminescence, uHTS (AID 1778); KOR beta-arrestin recruitment, luminescence, antagonist mode; higher % means a stronger effect; one-dose inhibition, % at 10 µM; IC50 in µM for titrated hits; 0.091% of 290,000 active; in the data active means inhibition above about 50%; further: strong numbers were not always called active
NOD1 NF-kB reporter – inhibition of NOD1-driven NF-kB reporter – cell-based, luminescence, uHTS, primary screen (AID 1578). NOD1-driven NF-kB luciferase reporter cells, luminescence; higher % means a stronger effect. inhibition, % at 4 µM, or EC50 in µM where a hit was titrated. 1% of 290,000 active; in the data active means inhibition mostly above about 36%, no sharp cut-off; inactive means mostly below about 34%;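 further: HEK-293T reporter cells stimulated with the NOD1 agonist gamma-tri-DAP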
GPR55 LPI antagonism – inhibition of LPI-stimulated GPR55 beta-arrestin translocation – imaging, U2OS, beta-arrestin-GFP, LPI agonist, primary screen (AID 2013). one-dose inhibition, % at 10 µM; IC50 in µM for titrated hits. U2OS GPR55 beta-arrestin-GFP translocation imaging, LPI antagonism; higher % means a stronger effect. 0.13% of 290,000 active;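 active means spots per cell inhibited over 60%, with over 100 cells counted and total cytoplasm intensity under 500,000; inconclusive means wells with under 100 cells, flagged as likely toxic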;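 further: U2OS cells stably carrying GPR55 and arrestin-GFP stimulated by 5 µM LPI near EC80; imaged beta-arrestin-GFP aggregate spots per cell after agonist stimulation; plate controls were LPI-stimulated DMSO wells for no effect and DMSO wells without LPI for full effect; some results filed as inactive read as strong as hits; confirmed hits need IC50 under 10 µM and bright autofluorescent wells are also inconclusive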
KOR beta-arrestin-2 – KOR agonists, beta-arrestin recruitment, primary screen, cell-based, luminescence, uHTS (AID 1777) | KOR beta-arrestin recruitment, luminescence; higher % means a stronger effect | 0.02% of 280,000 active | activation, % at 10 µM; hits with a dose series show EC50 in µM; in the data active means activation above about 50%, passing the limit was not always enough; further: a part of the inactive calls stands beside numbers as strong as those of hits
NS5 inhibitors – flavivirus cap methylation enzyme inhibition – biochemical, confirmation dose response, primary screen (AID 588689). Dengue-2 NS5 methyltransferase capping enzyme assay, biochemical; higher % means a stronger effect. inhibition, % at 25 µM, or IC50 in µM where a hit was titrated. 0.3% of 340,000 active; in the data active means a potency from the dose series; inconclusive means inhibition above about 29% without an active follow-up result
HIV peptide binding – inhibitors of HIV fusion peptide binding, primary screen, biochemical, uHTS, fluorescence dequenching (AID 1986); cell-free peptide binding, fluorescence dequenching, 30 min; higher % means a stronger effect; inhibition, % at 20 µM; hits with a dose series show IC50 in µM; 0.3% of 290,000 active; in the data active means inhibition mostly above about 52%, no sharp cut-off; inactive means mostly below about 76%; further: some results filed as inactive read as strong as hits
GPR35 antagonists – GPR35 antagonists blocking zaprinast-driven arrestin recruitment, primary screen, imaging, U2OS, beta-arrestin-GFP, zaprinast agonist (AID 2058) | U2OS GPR35 beta-arrestin-GFP translocation imaging, zaprinast antagonism; higher % means a stronger effect | inhibition, % at 10 µM, or IC50 in µM where a hit was titrated | 0.052% of 290,000 active;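 active means inhibition of at least 50% with at least 30 cells and total cytoplasm GFP at most 10,000,000; inconclusive means under 30 cells or total GFP of 10,000,000 plus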
West Nile antiviral – inhibition of WNV-induced cytopathic effect – cell-based, CPE readout (AID 1621); West Nile virus-infected cells, CPE inhibition; higher % means a stronger effect; CPE inhibition, % at 10 µM, or IC50 in µM where a hit was titrated; 0.02% of 290,000 active; in the data active means a potency from the dose series; inconclusive means CPE inhibition mostly from about 3.7% at the one dose, without a potency; inactive means the rest, 99 in 100 with CPE inhibition below about 2.2%; further: strong numbers were not always called active
NS5 inhibitors pilot replicate – recorded beside NS5 inhibitors, whose call it bears; inhibition, %; measured here: pilot screen replicate inhibition
Starred values were filed as active, the others as inactive; ? = inconclusive; . = not tested or not shown; [ ] = dose if it differs, or a comment.

SMILES	GPR55 beta-arrestin	KOR beta-arrestin-1	NOD1 NF-kB reporter	GPR55 LPI antagonism	KOR beta-arrestin-2	NS5 inhibitors	HIV peptide binding	GPR35 antagonists	West Nile antiviral	others
O=S(=O)(c1cccs1)N1CN(Cc2ccc(F)cc2)c2nc3ccccc3nc21	0.0%	9%	6%	-2%	-3.1%	2%	0.1%	4%	-0.2%
O=C(c1ccc(C(=O)N2CCCCCC2)cc1)N1CCCCCC1	0.5%	-21%	4%	-6%	8.1%	-1%	3.7%	3%	0.1%
COc1cccc(CN2CCNC(=O)C2CC(=O)NCCCC2CCCC2)c1OC (stereo unspecified)	-0.1%	23%	-24%	12%	-1.5%	-1%	37%	-10%	-0.8%
Cc1ccc(Cl)c(OCC(=O)Nc2sc(C)c(C)c2C#N)c1	0.5%	-196%	-31%	-9%	23%	-5%	2.2%	-6%	-0.4%
c1ccc2[nH]c(CSc3ncnc4c3oc3ccccc34)nc2c1	-1.7%	6%	47%	-5%	1.7%	-10%	-2.3%	11%	1.9%
Cc1cc(C)c(NC(=S)N(CCN(C)C)C(C)c2cccnc2)c(C)c1 (stereo unspecified)	-0.4%	-5%	-14%	-4%	-4.4%	7%	0.2%	20%	-0.9%
CCC(C)[C@H](NC(=O)NCc1cccc(OC)c1)C(=O)O (stereo partly specified)	0.3%	8%	-23%	3%	-0.5%	-6%	46%	6%	0.5%
CC(C)c1nc2ccc(NC(=O)C34CC5CC(CC(C5)C3)C4)cc2[nH]1	0.0%	8%	-51%	3%	-4.8%	4%	-1.4%	-6%	-0.4%
COc1ccc(CCNC(=O)Cn2cccc2C(=O)c2ccccc2C)cc1OC	-0.4%	-11%	-11%	6%	-3.3%	-4%	-0.1%	3%	-0.9%
O=C(Nc1ccc(O)c(-c2nc3ccccc3o2)c1)C1(c2ccccc2)CCCC1	0.2%	-11%	21%	1%	3.7%	-6%	-2.5%	-3%	1.5%
Cc1nc(SCC(=O)N2CCOCC2)c2ccsc2n1	0.1%	0%	16%	7%	11%	-7%	-1.5%	14%	0.6%
O=C1c2cccc3c(O)ccc(c23)C(=O)N1Cc1ccccc1	-0.2%	14%	61%	-6%	-3.6%	?	146%	14%	0.2%
CCN1CCN(c2nc(-c3ccncc3)nc3ccccc23)CC1	-0.1%	-24%	-19%	-1%	-0.6%	.	-2.2%	1%	.
Cc1cc2oc(C(=O)N(Cc3ccccc3)C3CCS(=O)(=O)C3)c(C)c2cc1C (stereo unspecified)	-0.1%	2%	7%	-9%	-1.7%	1%	0.0%	-16%	-0.5%
CCOC(=O)c1c(NC(=O)CSc2n[nH]c(-c3ccco3)n2)sc(C)c1C	0.2%	0%	-14%	-12%	2.2%	-14%	5.1%	9%	0.6%
Cc1ccccc1-c1nc2sc3c(c2c(=O)o1)CCC3	-0.3%	29%	-6%	5%	3.1%	1%	3.3%	-9%	-0.3%
CCCn1cc(CN2CCC(n3nccc3NC(=O)C(OC)c3ccccc3)CC2)c(C)n1 (stereo unspecified)	-0.3%	-26%	-22%	-1%	1.0%	-4%	0.4%	17%	0.3%
Cc1nn(-c2ccc(Cl)c(Cl)c2)c(=O)c2ccccc12	-0.1%	-21%	-2%	-1%	5.1%	-6%	0.2%	1%	-0.1%
CC(C)(C)OC(=O)N1CCC(CNC(=O)c2ccccc2)CC1	0.0%	13%	-7%	8%	2.7%	.	-0.5%	1%	-0.2%
O=[N+]([O-])c1cccc2cn[nH]c12	-0.1%	-19%	12%	2%	0.1%	-1%	0.8%	13%	-0.6%
CCCCN(CCCC)CCNC(=O)Cc1nc2c(c(=O)[nH]c(=O)n2C)n1C	-0.1%	-32%	-4%	9%	-1.4%	.	-1.3%	23%	1.0%
O=C(Cc1c(F)cccc1Cl)Nc1nccs1	0.3%	-7%	-27%	13%	-4.5%	-2%	1.5%	3%	-0.9%
COc1ccc(OC)c(NC(=O)CCc2nnc3ccc(NCc4ccco4)nn23)c1	0.0%	-22%	-17%	11%	2.1%	-8%	0.1%	0%	-0.3%
CC(C)(C)c1ccc(C(=O)NNC(=S)NCC2CCCO2)cc1 (stereo unspecified)	-0.2%	17%	-26%	-4%	-4.3%	-6%	-1.4%	11%	-1.5%
COc1cc(C(=O)O/N=C2\CCCc3c2ccc(OC)c3[N+](=O)[O-])cc(OC)c1OC	-0.3%	-12%	.	25%	2.8%	-3%	6.1%	-6%	.
CC(C)(C)C(=O)Nc1ccnn1C1CCN(C(=O)c2ccc(Cl)cc2F)CC1	0.2%	-10%	8%	4%	0.2%	-4%	-1.0%	4%	-0.8%
COc1ccc(NC(=O)CSc2n[nH]c(C(C)C)n2)c([N+](=O)[O-])c1	-0.2%	0%	-12%	9%	1.3%	6%	-1.8%	1%	-0.9%
O=C(Nc1ccc2c(c1)OCO2)Oc1ccccc1	-0.2%	7%	-31%	12%	1.1%	-6%	-0.4%	6%	1.1%
O=C(NCCN1CCOCC1)N1CCOCC1	0.1%	6%	-3%	-4%	-0.6%	-5%	-1.2%	-9%	-0.4%
CC1C(=O)N2CCCc3cc(S(=O)(=O)N(C)c4ccccc4)cc1c32 (stereo unspecified)	0.3%	-23%	-15%	-12%	1.0%	-3%	1.0%	26%	0.3%
O=C(NNC(=O)c1cc(-c2ccccc2)nc2ccccc12)Nc1cccc(Cl)c1	0.2%	-31%	26%	25%	-0.7%	-9%	-1.2%	-21%	0.8%
COc1cccc(OCCn2cc(C(=O)c3ccco3)c3ccccc32)c1	0.3%	-16%	35%	1%	7.7%	0%	5.4%	2%	-0.4%
CCn1nc(NS(=O)(=O)c2ccc([N+](=O)[O-])cc2)c2cc3ccccc3nc21	0.0%	-12%	25%	-16%	-4.4%	5%	5.0%	-1%	0.1%
CC1C(C#N)=C(N)OC2=C1C(=O)CC(C)(C)C2 (stereo unspecified)	-0.3%	-20%	1%	-4%	2.0%	-1%	1.7%	-4%	-0.1%
O=C(c1ccco1)N1CCN(Cc2nnc(-c3cccc(Cl)c3)o2)CC1	-0.2%	-7%	-1%	-6%	2.1%	-3%	1.0%	-6%	0.4%
CCOC(=O)C(Cc1ccc(O)cc1)NC(=O)CNC(=O)C1CCCN1C(=O)OC(C)(C)C (stereo unspecified)	-0.4%	11%	-18%	1%	3.9%	.	0.4%	10%	0.1%
CCC(C)Cn1c(C(C)C)nc2ccccc21 (stereo unspecified)	0.3%	-37%[20 µM]	.	7%	1.6%	1%	0.6%	7%	-0.1%
Cc1nc(N2CCC(C)CC2)c(C#N)c(C)c1[N+](=O)[O-]	0.2%	-68%[20 µM]	-34%	-19%	.	-4%	0.1%	5%	-0.4%
CCN1CCN(C(=O)NC(c2ccc(C)c(F)c2)C(Cl)Cl)CC1 (stereo unspecified)	0.9%	-27%	-29%	-12%	2.9%	-2%	0.8%	7%	-0.1%
Nc1ccc(N2CCCCC2)c2nonc12	-0.1%	-18%	-29%	-7%	0.5%	41µM*	16%	-8%	0.0%
O=C(Cc1ccon1)c1ccc(O)cc1O	0.5%	28%	1%	8%	-2.4%	1%	-0.5%	-4%	0.1%
O=C(CN1CCCC1)NC1C2CC3CC(C2)CC1C3 (stereo unspecified)	-0.2%	-28%	-16%	13%	1.4%	-3%	-2.0%	6%	-1.9%	NS5 inhibitors pilot replicate=-0.6
CCc1ccc(-c2cc(C)no2)cc1S(=O)(=O)NCCN1CCC(C)CC1	0.7%	-17%	-21%	17%	-1.6%	-4%	-1.3%	-19%	-0.3%
Cc1ccc(NC(=O)CC2C(=O)NC3CCCCC3N2C(=O)c2ccc(F)cc2)cc1C (stereo unspecified)	0.3%	-50%	-2%	0%	1.5%	-6%	1.4%	6%	0.1%
CNc1ncc(C(=O)c2ccccc2)s1	1.2%	-43%	-22%	-3%	2.9%	1%	0.3%	8%	0.7%
Cn1cc(S(=O)(=O)c2ccccc2)n(C)c1=O	-0.1%	-37%[20 µM]	-26%	2%	-10%	-10%	0.1%	-8%	0.7%
Cc1ccc(C)c2c1cc(C)c1nnc(SCC(=O)NCc3ccc4c(c3)OCO4)n12	-0.2%	35%	-15%	4%	1.1%	-1%	1.5%	-3%	-1.3%
CCn1c(=O)c(C(C)=O)nc2ccccc21	-0.1%	-5%	-21%	15%	-0.8%	-1%	-2.6%	10%	-0.1%
COc1nccnc1NS(=O)(=O)c1ccc(N=Cc2c(C)[nH]n(-c3ccc(C)c(C)c3)c2=O)cc1	0.2%	14%	3%	-5%	-1.4%	-1%	-1.5%	-4%	.
CCOC(=O)Cc1nnc(NCc2ccccc2)c2ccccc12	-0.1%	-6%	-14%	-8%	1.6%	-6%	-1.1%	1%	0.6%
Cn1c(CNC(=O)c2ccco2)nnc1SCC(=O)Nc1cccc(Br)c1	0.3%	0%	-20%	11%	3.1%	-3%	14%	17%	-0.3%
FC(F)(F)c1cccc(Cc2noc(CN3CCCC(OCc4ccccn4)C3)n2)c1 (stereo unspecified)	0.6%	6%[20 µM]	-8%	14%	.	-2%	-0.3%	2%	-1.1%
COc1ccc(C)cc1NC(=O)C(OC(=O)C1CC1)c1ccccc1 (stereo unspecified)	-0.3%	18%	-28%	0%	-2.8%	-5%	-1.6%	-7%	-0.7%
COc1ccc(-c2n[nH]c(=S)n2CC(C)C)cc1	0.6%	-32%	9%	0%	2.2%	-11%	-1.3%	2%	0.0%	NS5 inhibitors pilot replicate=1.2
CCCNc1nc2c(c(=O)[nH]c(=O)n2C)n1CCOc1ccccc1	0.0%	-44%	-12%	3%	2.1%	-5%	0.3%	-16%	-0.5%
O=C(COc1ccccc1)N1CCN(C(=O)c2ccco2)CC1	-0.1%	20%	5%	-6%	-6.3%	1%	0.8%	7%	-0.4%
CCOC(=O)c1nnc(-c2ccc(C)cc2)nc1Sc1cccc(Cl)c1	0.2%	29%	-8%	-3%	-2.7%	-1%	-1.0%	11%	.
CCN(CC)S(=O)(=O)c1ccc(N2CC(C(=O)NCc3cccnc3)CC2=O)cc1 (stereo unspecified)	-0.4%	-8%	-24%	7%	-0.1%	2%	1.2%	17%	0.1%

These rows are one share of the data. The share of hits here may be higher or lower than overall.
